HT1080-NT tox: kills 2HG-producing HT-1080-NT fibrosarcoma cells. AID 686970. 360,000 compounds, 1.6% hits. HT-1080-NT fibrosarcoma viability, CellTiter-Glo ATP luminescence, 48 h. Potency, µM (highest dose often 46.1 µM), for inactives: at the top dose activity, negative = less viability, usual class: cytotoxic;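 note: NT is the 2HG producing partner of a matched IDH1 knockdown line; 0% = DMSO-treated cells and -100% = media-only wells without cells; nearly all actives have a fitted effect of over 55% in size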
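HT-1080-NT fibrosarcoma cells (2HG-overproducing), 750 cells/well in RPMI with 5% FBS, dosed after 2 h and incubated 48 h at 37C. CellTiter-Glo luminescence normalized to DMSO and no-cell wells; concentration-response curves fitted and classed.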
SW480 rereplic: DNA re-replication induction in SW480 cells; Potency, µM (doses to about 46.1 µM), without a hit: top-dose re-replication activation, most hits filed as activators; SW480 DNA re-replication, Hoechst DNA content imaging, 48 h; 340,000 compounds, 1.8% hits; AID 624297; note: % of control where 0% means no effect; nearly all actives have a fitted effect of over 55% in size
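Compounds, transferred as 23 nL by pin tool, were incubated with cells for 48 hr; DNA content per nucleus was then quantified by Hoechst staining and fluorescence plate imaging.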
GLP1R ag: agonists of human GLP-1 receptor | Potency, µM (doses to about 45.6 µM), for inactives: at the top dose activation, most hits filed as activators | P43220 | HEK293 GLP-1R CRE-luciferase, luminescence, 4-6 h; cells express a hypersensitive GLP-1R form | 380,000 compounds, 0.007% hits | AID 624172; note: % of control where 0% means no effect
Target sequence (P43220 whole entry, looked up): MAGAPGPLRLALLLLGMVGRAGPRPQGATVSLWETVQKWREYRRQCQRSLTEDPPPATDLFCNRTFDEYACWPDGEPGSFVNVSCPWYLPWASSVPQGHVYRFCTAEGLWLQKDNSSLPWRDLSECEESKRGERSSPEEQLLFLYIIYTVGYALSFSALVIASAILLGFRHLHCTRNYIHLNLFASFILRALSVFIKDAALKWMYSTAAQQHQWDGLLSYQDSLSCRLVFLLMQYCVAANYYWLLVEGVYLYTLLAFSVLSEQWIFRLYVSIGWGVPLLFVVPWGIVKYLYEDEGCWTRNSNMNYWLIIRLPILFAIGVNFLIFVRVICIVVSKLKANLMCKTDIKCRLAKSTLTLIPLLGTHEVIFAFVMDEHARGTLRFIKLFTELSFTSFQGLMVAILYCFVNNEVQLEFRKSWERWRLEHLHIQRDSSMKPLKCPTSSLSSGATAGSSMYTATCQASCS
TDP43 rescue: inhibitors of TDP-43 toxicity in yeast | TDP-43 expressing yeast growth rescue, BacTiter-Glo, 24 h | Potency, µM (highest dose often 46.1 µM), for inactives: top-dose growth rescue (activation), most hits filed as activators | 410,000 compounds, 1.8% hits | AID 652104; note: % of control where 0% means no effect; nearly all actives have a fitted effect of over 50% in size
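In this qHTS, compounds that restore growth of yeast expressing TDP-43 appear as activators. Cells (OD600=0.02, galactose medium, raffinose-pregrown) are incubated with compound 24 hr at 30 deg C and growth is quantified by BacTiter-Glo.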
KB-V1 MDR tox: kills drug-selected multidrug resistant KB-V1 cells; KB-V1 MDR cells viability, CellTiter-Glo, 72 h; 400,000 compounds, 3.4% hits; AID 1347076; Potency, µM (highest dose often 46.1 µM), for the others: at the highest dose activity change, negative = cytotoxicity, most hits filed as cytotoxic; note: % is set by controls: 0 for no effect and ±100 for the full control effect; nearly all actives have a fitted effect of over 60% in size
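Drug-selected KB-V1 cells, grown in DMEM lacking phenol red with 10% FBS, receive compound titrations; after three days at 37 degrees C, surviving cell ATP is quantified by CellTiter-Glo luminescence and responses normalized and curve-fitted.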
HT1080 IDH1KD tx: kills HT-1080 cells with IDH1 knockdown. Potency, µM (top dose mostly 46.1 µM), inactives show top-dose activity, negative = toxicity, most hits filed as cytotoxic. HT-1080 IDH1 knockdown viability, ATP luminescence, 48 h. 360,000 compounds, 2% hits;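 note: 0% = DMSO wells and -100% = cell-free medium wells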
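Assay cells: HT-1080 with IDH1 knockdown, 750 per well, RPMI/5% FBS. Exposure: 48 h at 37 °C following 2 h pre-incubation. Read: CellTiter-Glo luminescence; fitted concentration-response, curve class assigned.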
HEK293 tox: cytotoxicity in counter-screen for GLP-1R inverse agonists. AID 624418. 410,000 compounds, 0.13% hits. Potency, µM (top dose mostly 38.3 µM), for the others: at the top dose activity change, negative = inhibition, hits mostly inhibitors. HEK293 cAMP-luciferase reporter cells, luminescence, 24 h;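 note: loss of luciferase light is scored as toxicity; % is set by controls: 0 for no effect and ±100 for the full control effect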
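Here, cytotoxicity is scored as loss of luminescence. The MLSMR collection was tested on cells seeded in medium containing 10% Nu serum, with a 24 hr compound exposure preceded by 12 hours of culture.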
GLP-1R inv ag: inverse agonists of human GLP-1 receptor. Potency, µM (doses to about 38.3 µM), without a hit: at the highest dose activity change, negative = inhibition, actives largely listed as inhibitors. 410,000 compounds, 1.6% hits. HEK293 GLP-1R CRE-luciferase, luminescence, 24 h; GLP-1R form is constitutively active; note: % is set by controls: 0 for no effect and ±100 for the full control effect; nearly all actives have a fitted effect of over 55% in size
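Inverse agonism was detected as reduced cAMP-driven luciferase luminescence after 24 h compound treatment. The cells were HEK293 clones expressing constitutively active human GLP-1R with the reporter. Reporter-only and GPR119 cell lines served as counterscreen controls.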
KB-3-1 cytotox: kills parental KB-3-1 adenocarcinoma cells | KB-3-1 viability, CellTiter-Glo ATP luminescence, 72 h | Potency, µM (titrated, usually from 46.1 µM), for inactives: at the highest dose activity change, negative = cytotoxic, hits mostly cytotoxic | 400,000 compounds, 1.4% hits | AID 1347075; note: % is set by controls: 0 for no effect and ±100 for the full control effect; nearly all actives have a fitted effect of over 60% in size
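Multi-concentration cytotoxicity screen in KB-3-1 cells grown in DMEM lacking phenol red with 10% FBS. After 72 h at 37 °C with compound, ATP-dependent luminescence was recorded.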
Active calls of the source: *; u = inconclusive; x = not tested or not shown; & = joins results of further samples; [ ] = remark or other dose. Calls come from the whole dose curve; as a rule, active = well fitted curve in the direction sought with a large enough effect; inconclusive = small, poorly fitted or top-dose-only effect, or another doubt; inactive = no such curve, though single readings can be large; an effect the other way counts as inactive or inconclusive. Potency is the fitted concentration of half-maximal effect.

SMILES	HT1080-NT tox	SW480 rereplic	GLP1R ag	TDP43 rescue	KB-V1 MDR tox	HT1080 IDH1KD tx	HEK293 tox	GLP-1R inv ag	KB-3-1 cytotox
CCOC(=O)c1[nH]c(C)c(C(=O)Nc2cc(OC)ccc2OC)c1C	0.631µM*	1.26µM*	u	1.9%	0.501µM*	0.562µM*	u	0.0%	1.26µM*
O=C(NCCCN1CCOCC1)c1ccccc1NS(=O)(=O)c1cc([N+](=O)[O-])ccc1Cl	7.5%	-2.1%	0.2%	-21.5%	-1.5%	6.5%	6.1%	14.8%	-8.6%
COc1ccccc1Nc1cc(C(=O)NCc2cccnc2)c2ccccc2n1	5.9%	-3.0%	u	-10.2%	-30.3%	-21.3%	-16.1%	15.6%	1.8%
NC(=O)C1CCN(c2nnnn2-c2ccccc2)CC1	8.4%	-3.5%	2.3%	-7.1%	20.2%	-3.6%	-4.7%	12.1%	-7.9%
O=C1N=C(N2CCOCC2)S/C1=C\c1ccccc1OS(=O)(=O)c1ccccc1	-12.0%	-3.9%	-1.8%	6.6%	u	8.8%	5.4%	-11.5%	0.0%
O=C(Nc1c2c(nn1-c1ccc(Cl)cc1)CS(=O)(=O)C2)c1ccc2c(c1)OCO2	8.0%	-4.1%	-5.6%	-19.7%	-18.0%	-9.4%	5.4%	5.7%	-2.3%
Nc1nnc2cc(F)ccc2n1	9.7%	x	-1.3%	23.1%	17.1%	8.9%	3.9%	8.6%	25.0%
CC1=CCC2C(=O)N(c3cccc(C(=O)NC(C)c4ccccc4)c3)C(=O)C2C1 (centres undefined)	11.8%	-0.4%	7.0%	-16.1%	24.6%	4.1%	4.7%	-12.5%	8.2%
CCN(C(=O)CSc1nc2nc(C)cc(C)n2n1)C1CCS(=O)(=O)C1 (centres undefined)	-1.8%	-2.1%	-1.5%	5.5%	-13.1%	-3.0%	-6.4%[7.66 µM]	-0.3%[7.66 µM]	-1.2%
Cc1cc(C)c2nc(NC(=O)[C@@H](NC(=O)c3cccc(S(=O)(=O)N4CCOCC4)c3)C(C)C)sc2c1	-9.7%	23.4%	-2.7%	-19.0%	u	-21.0%	-6.8%	u	-12.8%
CCCN(CCC)S(=O)(=O)c1cc(Br)cc2c1N(C(=O)CC)CC2	-10.4%	1.8%	-4.3%	-35.4%[inhibitor]	u	-17.9%	-15.0%	u	-5.4%
O=C(NNC1=NS(=O)(=O)c2ccccc21)c1cccc([N+](=O)[O-])c1	17.6%	-3.6%	-7.5%	8.1%	4.3%	0.9%	3.6%	7.3%	0.3%
COc1ccc(/C=N/NC(=O)c2ccc(Br)cc2)cc1Cn1cc(Cl)cn1	-2.2%	u	4.1%	-26.9%	-15.9%	-14.3%	14.8%	-12.1%	u
CCN(CC)C(=O)Cn1cc(C(=O)C(=O)N2CCN(C)CC2)c2ccccc21	6.7%	-2.1%	-7.1%	18.2%	x	7.7%	-4.3%	11.4%	x
Cc1ccc(C)c(NC(=O)CN(C)C(C)C(=O)N2CC(C)CC(C)C2)c1 (centres undefined)	4.6%	4.6%	6.6%	-17.8%	2.2%	10.5%	0.5%	-6.2%	-0.7%
Fc1ccc(-c2nc3c(-c4ccccc4)cnn3cc2CCN2CCOCC2)cc1	-17.5%	1.8%	4.1%	-18.8%	-1.4%	-13.0%	0.8%	u	-1.5%
Cc1c(C)c2ccc(OCC(=O)NC(Cc3ccc(Cl)cc3)C(=O)O)cc2oc1=O (centres undefined)	1.5%	3.1%	3.9%	7.7%	-5.8%	-0.7%	-6.4%	6.4%	0.0%
C[C@H]1CN([C@@H](C)CO)C(=O)Cc2cc(NC(=O)CCC(F)(F)F)ccc2O[C@H]1CN(C)CC1CC1	3.3%	-1.2%	2.8%	-2.3%	12.4%	6.3%	4.4%	5.7%	24.6%
CCCOC(=O)Nc1cc(OC)c(Cl)cc1OC	6.8%	-4.7%	-1.6%	3.2%	4.1%	3.1%	-2.8%	-24.6%	11.2%
O=C(c1cc(-c2cccc(Br)c2)nc2ccccc12)N1CCCC1	6.0%	16.7%	21.7%	u	-22.0%	5.8%	1.8%	10µM*	-6.0%
C[n+]1ccc(/C=C/c2ccccc2O)c2ccccc21	-5.8%	-0.2%	-0.2%	-6.0%[9.22 µM]	u	u	8.0%[7.66 µM]	-10.4%[7.66 µM]	-0.6%
COc1ccc(N2CCN(C(=O)CSc3nnc(NC(=O)C4CCC4)s3)CC2)cc1	4.0%	-4.8%	-1.2%	9.2%	u	6.1%	-22.7%	-8.7%	-5.7%
Cc1ccc(S(=O)(=O)N2[C@@H](c3ccccc3F)C(C(=O)O)=CC[C@H]2c2ccc(Cl)c(Cl)c2)cc1	-17.4%	0.5%	-4.3%	4.0%	3.7%	-14.9%	3.1%	u	-3.9%
COc1ccc(C2=NOC(C(=O)Nc3cc(Br)ccc3O)C2)cc1OC (centres undefined)	-28.3%	14.9%	8.5%	-7.7%	u	u	-19.1%	67.6%[activator]	-3.2%
COCCn1c(NC(=S)NC(=O)C23CC4CC(CC(C4)C2)C3)cc(=O)[nH]c1=O	u	-0.1%	4.5%	23.6%	-15.8%	u	1.1%	u	1.8%
The listing continues.
SMILES	HT1080-NT tox	SW480 rereplic	GLP1R ag	TDP43 rescue	KB-V1 MDR tox	HT1080 IDH1KD tx	HEK293 tox	GLP-1R inv ag	KB-3-1 cytotox
O=C(O)c1cn(-c2ccc(F)cc2)c2cc(N3CCNCC3)c(F)cc2c1=O	-8.7%	24.0%&-2.5%	-2.6%&-5.2%	21.5%	3.6%	-1.7%	1.0%	-0.9%	0.0%
CC(C)Cc1ccc(S(=O)(=O)N2CCN(C(=O)c3ccco3)CC2)cc1	-29.5%	1.1%	-0.6%	-15.7%	7.31µM*	-24.3%	-12.3%	-14.1%	-19.4%
Cc1ccc2c(C)c(C(=O)NCc3ccc(S(N)(=O)=O)cc3)oc2c1C	-27.6%	0.5%	7.6%	3.6%	-3.0%	u	-0.2%	-3.2%	-1.3%
O=C(C[n+]1cccc2ccccc21)c1ccc(Cl)cc1	-7.3%	1.5%	-1.7%	-15.7%	1.5%	-25.2%	-1.2%	2.3%	-9.4%
Cn1c(SCC(=O)NCCc2ccccc2)nc2c([nH]c3ccccc32)c1=O	17.0%	29.3%	0.2%	-21.9%	u	5.2%	6.1%	4.4%	16.2%
C=CCNC(=S)Nc1ccc(OC)c(S(=O)(=O)N2CCOCC2)c1	5.8%	-6.4%	-1.3%	3.7%	13.2%	6.3%	-2.1%	-3.8%	-10.7%
Cc1nc(C)c(C(=O)Nc2ccc(C)c(F)c2)o1	2.6%	-2.9%	2.0%	-7.0%	18.5%	16.6%	0.0%	0.9%	-0.2%
COc1ccccc1Nc1c2c(nc3ccc(NC(=O)c4cccc(F)c4)cc13)CCCC2	x	x	x	10.0%	17.5%	x	u	u	20.6µM*
Cc1ccc(S(=O)(=O)Nn2c(C)nnc2-n2nc(C)cc2C)cc1	9.3%	1.3%	6.3%	-3.1%	12.9%	14.4%	1.3%	6.8%	9.7%
COc1ccc(N(CN2C(=O)C3C4C=CC(C4)C3C2=O)C(=O)c2ccco2)cc1 (centres undefined)	0.6%	3.2%	-7.5%	-2.5%	-1.7%	7.7%	-6.4%	-12.1%	-0.8%
Oc1ccc(C=NC2CCCCC2)c(O)c1	12.4%	1.2%	6.4%	-7.4%	0.0%	0.3%	-14.9%	1.0%	2.0%
O=C(COC(=O)c1cccc(S(=O)(=O)N2CCc3ccccc3C2)c1)NCc1ccco1	-2.3%	-3.1%	-6.1%	17.5%	-28.9%	-5.4%	18.0%	4.8%	-15.9%
CC(C)(C)C1CCC(=NNC(=O)CN(c2ccccc2)S(=O)(=O)c2ccccc2[N+](=O)[O-])CC1 (centres undefined)	16.3%	-7.8%&9.7%	-6.4%	12.9%	12.0%	23.5%	3.1%	15.0%	13.3%
COc1ccccc1Cc1c(-c2ccc(F)cc2)nc2c(C)cc(Br)cn12	u	x	-0.8%	u	14.5%	u	-7.9%	u	0.0%
O=C(NCc1ccccc1CN1CCCCC1)c1ccc(Cl)cc1N1CCCC1=O	2.7%[9.24 µM]	-24.7%	4.0%	16.2%	0.0%	1.0%	0.2%	4.2%	-3.0%
CC1CCN(C(=O)c2ccc3c(c2NCCO)C(=O)c2ccccc2C3=O)CC1	u	-3.9%	4.6%	25.0%	u	u	u	60.1%[activator]	-13.5%
O=C(Cn1c(=O)c(=O)n(Cc2ccccc2)c2ccc(Cl)cc21)NCC1CCCO1 (centres undefined)	1.6%	-41.8%[inhibitor]	-0.1%	10.7%	5.6%	-1.4%	6.1%	15.2%	-4.8%
O=C(NCc1ccccc1)c1nc2c(nnn2Cc2cccc(Cl)c2)c(=O)[nH]1	-21.8%	0.3%	-1.5%	-23.3%	-1.7%	12.0%[9.24 µM]	1.4%	u	-9.8%
O=c1/c(=C\c2ccc(O)cc2)sc2n1C(c1ccccc1)C(c1ccccc1)=NN=2 (centres undefined)	-17.1%	u	-2.0%	-19.1%	u	-21.9%	0.2%	u	u
CC(=O)Nc1ccc(S(=O)(=O)N2CCC(NC(C)=O)(c3cccc(F)c3)CC2)cc1	4.0%	0.2%	-6.0%	-13.9%	5.8%	8.6%	-11.0%	15.0%	0.9%
Cc1ccc2oc(C(=O)Nc3ccc(S(=O)(=O)N4CCCC(C)C4)cc3)cc(=O)c2c1 (centres undefined)	x	x	x	8.4%	-0.1%	x	-3.7%	-7.1%	20.4%

Retrieved by structure from the list above, two records:
SMILES	HT1080-NT tox	SW480 rereplic	GLP1R ag	TDP43 rescue	KB-V1 MDR tox	HT1080 IDH1KD tx	HEK293 tox	GLP-1R inv ag	KB-3-1 cytotox
O=c1/c(=C\c2ccc(O)cc2)sc2n1C(c1ccccc1)C(c1ccccc1)=NN=2 (centres undefined)	-17.1%	u	-2.0%	-19.1%	u	-21.9%	0.2%	u	u
O=C(Cn1c(=O)c(=O)n(Cc2ccccc2)c2ccc(Cl)cc21)NCC1CCCO1 (centres undefined)	1.6%	-41.8%[inhibitor]	-0.1%	10.7%	5.6%	-1.4%	6.1%	15.2%	-4.8%

Source: PubChem
